From PubChem
RORg inh – inhibitors of mouse ROR gamma transcriptional activity; 310,000 tested, 5.4% active; AID 2551; Potency, µM (highest dose often 53.6 µM), without a hit: top-dose activity change, negative = inhibition, usual class: inhibitors; Drosophila S2 Gal4-RORgamma UAS-luciferase reporter, 20 h; further: on the % scale 0 is the no-effect control and ±100 the full control effect; nearly all actives have a fitted effect of over 60% in size
Target sequence (P51450 whole entry, looked up, the tested form may be a part): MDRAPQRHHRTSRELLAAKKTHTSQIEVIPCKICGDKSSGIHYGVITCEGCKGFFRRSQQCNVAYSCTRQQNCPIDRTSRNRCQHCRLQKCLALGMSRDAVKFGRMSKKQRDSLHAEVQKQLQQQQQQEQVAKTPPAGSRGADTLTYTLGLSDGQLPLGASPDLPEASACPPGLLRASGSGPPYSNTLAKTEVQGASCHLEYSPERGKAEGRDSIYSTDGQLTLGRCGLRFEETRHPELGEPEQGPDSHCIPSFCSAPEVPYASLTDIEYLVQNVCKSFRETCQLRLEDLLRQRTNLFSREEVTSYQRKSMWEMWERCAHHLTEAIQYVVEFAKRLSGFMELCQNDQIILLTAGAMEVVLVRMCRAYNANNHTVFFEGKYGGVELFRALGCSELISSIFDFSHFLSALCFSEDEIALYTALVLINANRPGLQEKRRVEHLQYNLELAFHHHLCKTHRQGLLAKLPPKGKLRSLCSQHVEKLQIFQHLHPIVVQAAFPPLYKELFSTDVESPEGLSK
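Using a luciferase readout, inhibitors were identified by reduced reporter activity in Drosophila cells coexpressing a copper-inducible Gal4–ROR gamma fusion and UAS-driven Photinus luciferase, incubated 20 hr after 700 uM copper sulfate.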
VP16 counter – inhibits Gal4-VP16 luciferase reporter, ROR gamma counter-screen | Drosophila S2 Gal4-VP16 UAS-luciferase, luminescence, 20 h | Potency, µM (doses to about 53.6 µM), for inactives: at the highest dose activity, negative = inhibition, actives largely listed as inhibitors | 310,000 tested, 3.5% active | AID 2546;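 further: Gal4-VP16 expression switched on by copper sulfate through the metallothionein promoter; on the % scale 0 is the no-effect control and ±100 the full control effect; nearly all actives have a fitted effect of over 50% in size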
Menin-MLL TR inh – displaces Texas Red mutant MLL peptide from human menin | Potency, µM (titrated, usually from 61.6 µM), for inactives: at the highest dose FP activity change, negative = inhibition, most hits filed as inhibitors | 270,000 tested, 0.23% active | Menin + Texas Red MLL mutant peptide, fluorescence polarization; active means well fitted inhibition curve with a large enough effect in the polarisation, with a control signal flat, not every such curve was filed as active; inconclusive means small, poorly fitted or top-dose-only effect, or effect the other way, or a change in a side signal; inactive means no such curve, though single readings can be large or run the other way; the % refers to the polarisation; further: % of control where 0% means no effect; many of its hits are not listed in these tables
An asterisk follows results filed as active; ? = inconclusive; & = joins results of further samples; [ ] = remark or other dose. Unless noted, the call rests on the fitted dose curve; in most records, active means well fitted curve in the direction sought with a large enough effect; inconclusive means small, poorly fitted or top-dose-only effect, or another doubt; inactive means no such curve, though single readings can be large; an effect the other way counts as inactive or inconclusive. Potency means the concentration at half of the fitted maximal effect. The list is partial; rates above refer to the full screens.

SMILES | RORg inh | VP16 counter | Menin-MLL TR inh
CC(C)C[C@@H](CC(=O)N[C@@H](CCCN)CC(=O)N[C@@H]1CCCC[C@H]1C(=O)N[C@H](CC(=O)N[C@@H](CCC(=O)O)CC(=O)O)Cc1ccccc1)NC(=O)[C@@H]1CCCC[C@H]1N | 9.7% | 0.4% | 0.3%
Cc1cccc(C(=O)N2CCC(=O)N([C@H](COCc3cccc(Cl)c3)Cc3ccccc3)CC2)c1 | 14.9% | -1.9% | ?
NCCCC(N)CC(=O)NCC1NC(=O)C(CO)NC(=O)C(N)CNC(=O)C(C2CCN=C(N)N2)NC(=O)/C(=C\NC(N)=O)NC1=O (configuration not stated) | -21.9% | 3.1% | 6.6%
Cc1cc2c(nc1C)CCCCN2C[C@H](O)CN1CCCc2nc(-c3ccc(Br)cc3)ccc21 | 4.8%[10 µM] | -16.4%[10 µM] | -3.3%[11.7 µM]
CCCCCC/C=C/c1ccc(OC)c(C2C3C=CCC(C)C3C(=O)N2Cc2ccccc2)c1 (configuration not stated) | -8.4% | 3.7% | -27.8%
CN(C)c1ncc2nc(-c3ccc(F)cc3)c(=O)n(C[C@H]3CCCO3)c2n1 | -19.0% | -9.6% | -1.2%
NCCCCNS(=O)(=O)c1ccc2c(Cl)cccc2c1 | -27.5% | 2.3% | -8.8%[24.8 µM]
CC(C)(C)Nc1oc(-c2ccccc2)nc1-c1ccccc1F | -0.8% | -1.3% | -2.6%
CC(O)(c1ccc(Cl)cc1)c1ccc(Cl)cc1 | -5.0% | ? | 23.0%
O=C(O)COc1cccc2c1CCC=C2CCO/N=C(\c1ccccc1)c1cccnc1 | 2.7% | 1.2% | 10.6%
CC1(C)C2CC[C@@]1(C)C(=O)C2 | ? | -0.2% | -1.8%
CN1CCN(c2ncnc3ccc(-c4ccccc4Cl)cc23)CC1 | 32.7% | ? | -20.2%
CCOC(=O)C1=C([Si](C)(C)C)c2ccccc2N(S(=O)(=O)C(F)(F)F)C1C(=O)OCC (configuration not stated) | ? | ? | -13.6%
Cc1cccc(C)c1NC(=O)CC12CCCN1CCC2 | 3.0% | -2.1% | 6.3%
Cn1cccc1C(=O)N1CCC2(CCCN(c3ccncc3)C2)CC1 | 10.4% | 9.1% | 2.4%
CCC(C)CC(C)CC(C)C(=O)/C=C(/O)C(C)CC(C)C/C=C/C(C)C(O)C(C)C(O)CC1CCC(C)(C)O1 (configuration not stated) | 2.2% | ? | 8.3%
C#CCCCO/N=C1/[C@H]2O[C@@H]2[C@@H](O)[C@H]2[C@H]1CCn1c(=O)n([C@@H](CC)c3ccccc3)c(=O)n12 | -3.3%[10 µM] | -5.6%[10 µM] | -11.0%[11.7 µM]
CCNc1ncc2nc(-c3cc(F)cc(F)c3)c(=O)n(-c3ccc(OC)cc3)c2n1 | -15.0% | -10.7% | 2.5%
O=C(O)c1ccc(CCN2CCN(CC=Cc3ccc(Cl)cc3)CC2)cc1 | -2.8% | -6.4% | 4.4%
CO[C@H]1COC(=O)[C@H](C)NC(=O)C/C=C\[C@@H](C)[C@@H](NS(=O)(=O)c2ccc(C)cc2)COC(=O)[C@H](OCc2ccccc2)/C=C\[C@@H]1C | -9.3%[10 µM] | 1.1%[10 µM] | -0.5%[11.7 µM]
CC(=O)O[C@H]1C2=CO[C@H](C)[C@H]3[C@H]4C5=C([C@H](O)[C@H]6O[C@@H]6C5=O)[C@H](O[C@H]4C)[C@@]23C(=O)[C@H]2O[C@@H]21 | ? | -4.1%[10 µM] | -1.3%[11.7 µM]
COc1c(C=O)c(=O)[nH]c2c(OC)cccc12 | 4.9% | -6.6% | 2.5%
Cc1cnc(CNc2nc(-c3cccnc3)nc3ccccc23)cn1 | -27.6% | 3.8% | ?
Nc1nc(Nc2ccccc2)nc2c1ncn2[C@@H]1O[C@@H](CO)[C@H](O)[C@H]1O | -0.1% | ? | 9.9%[24.8 µM]
C=CCOCC/C=C1/c2ccccc2C(OC)C1C (configuration not stated) | 2.5%[10 µM] | 0.2%[10 µM] | -14.9%[11.7 µM]
C=C1C2CC[C@@]3(C)C(c4ccoc4)OC(=O)C[C@@]13OC1CC(OC(C)=O)C(C)(C)C(CC(=O)OC)[C@@]12C (some centres not stated) | 2.82µM* | -0.9% | 4.5%
COc1ccc(NC(=O)N2CC3(CCN(C(=O)c4csnn4)CC3)C2)cc1 | -2.6% | -4.4% | 4.0%
CN(C)Cc1ccccc1-c1ccc2ncnc(NC3CC3)c2c1 | 6.1% | -6.8% | -3.5%
COC(=O)C1=C[C@@H](C(=O)OC)C2C3=C(C(=O)[C@@]2(C)NC(=O)c2ccccc2)[C@H](c2ccccc2)n2c(=O)n(-c4ccccc4)c(=O)n2[C@@H]3C1 (some centres not stated) | 0.2% | -8.6% | 10.9%
O=C(O)c1cc(O)c2c(c1)[C@H]([C@H]1c3cc(C(=O)O)cc(O)c3C(=O)c3c(O[C@@H]4OC(CO)C(O)C(O)C4O)cccc31)c1cccc(O[C@@H]3OC(CO)C(O)C(O)C3O)c1C2=O (some centres not stated) | -35.8% | -19.3% | ?
OC[C@@H]1OC(O)[C@@H](O)[C@H](O)[C@@H]1O (some centres not stated) | -4.2% | 2.8% | 5.2%
CN(C)Cc1ccccc1-c1nccc(NCc2cccs2)n1 | 2.5% | -4.0% | -1.3%
N#CCCn1c(=O)cnc2cnc(N3CCOCC3)nc21 | -10.9% | -7.9% | -10.7%
CN1C(C(=O)Nc2ccccn2)C(=O)c2sc(Cl)cc2S1(=O)=O (configuration not stated) | 1.1%[10 µM] | -5.0% | 0.6%
CN(C)C(=O)c1ccc(-c2cc(NCc3cccnc3)ncn2)cc1 | -30.5% | -7.9% | -14.8%
CCC(=O)O[C@@H]1[C@H](C)O[C@H](O[C@H]2[C@@H](N(C)C)[C@H](O)[C@@H](O[C@@H]3[C@@H](CC=O)C[C@@H](C)[C@@H](O)/C=C\C=C/C[C@@H](C)OC(=O)C[C@@H](OC(=O)CC)[C@H]3OC)O[C@H]2C)C[C@]1(C)O | -4.5%[2.98 µM] | -11.8%[17 µM] | 10.8%[24.8 µM]
CCNc1ncc2ncc(=O)n(Cc3ccc(F)cc3)c2n1 | -1.3% | -10.5% | -15.6%
COc1ncc2nc(C)c(=O)n(C3CC3)c2n1 | -5.4% | 5.6% | -21.5%
CN(C)c1ncc2nc(-c3cccs3)c(=O)n(C[C@H]3CCCO3)c2n1 | 11.8% | 0.9% | -8.4%
CC(C)ON(CC(=O)NO)S(=O)(=O)c1ccc(-c2ccccc2)cc1 | -1.4% | 1.5% | 14.3%
CC(=O)c1ccc(-c2c(C3C4C=CCC(C)C4C(=O)N3Cc3ccccc3)ccc3ccccc23)cc1 (configuration not stated) | -12.9% | 5.3% | 0.6%
COCC(=O)N1CCC2(CCN(Cc3ccccc3)CC2)CC1 | -15.5% | -11.7% | -0.4%
CC(C)(C)OC(=O)NCCCC1=CC2=CC(=O)C(C)(OC(=O)c3ccco3)C(=O)C2=CO1 (configuration not stated) | -5.3% | 6.7% | -4.4%
O=C(/C=C/c1ccccc1)c1ccc(O)cc1O | 2.82µM* | ? | 55.0%[activator]
CCCCCCCCCCCCCCCCCCOC[C@H](COP(=O)([O-])OCC[N+](C)(C)C)OC(C)=O | -2.3% | 6.2% | -15.3%
O=c1cc(-c2cccc(O)c2)oc2cc(O)ccc12 | -9.0% | -4.1% | 17.4%[24.8 µM]
CCC(C)C(=O)OC1CCC=C2C=CC(C)C(CCC3CC(O)CC(=O)O3)[C@@H]21 (some centres not stated) | 10.1% | 5.3% | -21.6%
C=C1C(=O)OC(CCCCCCCC)C1C(=O)O (configuration not stated) | 18.5% | -28.4% | -8.2%
O=C(O)c1cccc(/C=C2/C[C@@H]3[C@@H](/C=C/[C@@H](O)C4CCCCC4)[C@H](O)C[C@@H]3O2)c1 | 22.0% | -9.0% | 8.0%
COc1ccccc1CN1CCC2(CCNCC2)CC1 | -17.0% | -16.1% | 7.3%
c1cncc(CNc2cc(-c3ccoc3)ncn2)c1 | 7.6% | -25.0% | -17.9%
O=C(c1ccco1)N1CCC2(CCCN(c3ccccc3)C2)CC1 | 41.9% | 1.2% | ?
C=C1CN(C(C(=O)OC)C(C)C)S(=O)(=O)c2ccc(F)cc21 (configuration not stated) | -1.9% | -5.6% | 5.9%
COc1ccc2c(c1OC)C(=O)N1c3ccccc3C(=O)OC21 (configuration not stated) | 20.3% | 11.0% | 3.5%
N#CCCn1c(=O)c(-c2cc(F)cc(F)c2)nc2cnc(Nc3ccccc3)nc21 | 11.0% | -2.3% | 3.7%
CC(C)CN1CC2(CCN(C(=O)c3csnn3)CC2)C1 | -3.2% | 6.7% | 1.0%
CC=C(/C(=C/C)c1ccc(O)cc1)c1ccc(O)cc1 | -1.8%[2.98 µM] | -13.8%[17 µM] | 6.9%[24.8 µM]
C/C=C/C1=CC2=CC(=O)C(C)(OC(=O)c3c(C)cc(O)cc3O)C(=O)C2=CO1 (configuration not stated) | 0.3% | -1.2% | 9.2%
COc1cccc(-c2cncnc2NCc2ccccc2)c1 | ? | -4.4% | -20.5%
COc1cccc(Nc2ncc3ncc(=O)n(C[C@H]4CCCO4)c3n2)c1 | -32.6% | 11.2µM* | 17.5%

Given with two lines to a compound: entries from further up.
Every second line gives: RORg inh	VP16 counter	Menin-MLL TR inh
> O=c1cc(-c2cccc(O)c2)oc2cc(O)ccc12
→ -9.0%	-4.1%	17.4%[24.8 µM]
> CCC(C)C(=O)OC1CCC=C2C=CC(C)C(CCC3CC(O)CC(=O)O3)[C@@H]21 (some centres not stated)
→ 10.1%	5.3%	-21.6%
> C=C1C(=O)OC(CCCCCCCC)C1C(=O)O (configuration not stated)
→ 18.5%	-28.4%	-8.2%
> O=C(O)c1cccc(/C=C2/C[C@@H]3[C@@H](/C=C/[C@@H](O)C4CCCCC4)[C@H](O)C[C@@H]3O2)c1
→ 22.0%	-9.0%	8.0%
> COc1ccccc1CN1CCC2(CCNCC2)CC1
→ -17.0%	-16.1%	7.3%
> c1cncc(CNc2cc(-c3ccoc3)ncn2)c1
→ 7.6%	-25.0%	-17.9%
> O=C(c1ccco1)N1CCC2(CCCN(c3ccccc3)C2)CC1
→ 41.9%	1.2%	?
> C=C1CN(C(C(=O)OC)C(C)C)S(=O)(=O)c2ccc(F)cc21 (configuration not stated)
→ -1.9%	-5.6%	5.9%
> COc1ccc2c(c1OC)C(=O)N1c3ccccc3C(=O)OC21 (configuration not stated)
→ 20.3%	11.0%	3.5%
> N#CCCn1c(=O)c(-c2cc(F)cc(F)c2)nc2cnc(Nc3ccccc3)nc21
→ 11.0%	-2.3%	3.7%
> CC(C)CN1CC2(CCN(C(=O)c3csnn3)CC2)C1
→ -3.2%	6.7%	1.0%
> CC=C(/C(=C/C)c1ccc(O)cc1)c1ccc(O)cc1
→ -1.8%[2.98 µM]	-13.8%[17 µM]	6.9%[24.8 µM]
> C/C=C/C1=CC2=CC(=O)C(C)(OC(=O)c3c(C)cc(O)cc3O)C(=O)C2=CO1 (configuration not stated)
→ 0.3%	-1.2%	9.2%

(listing goes on)
SMILES | RORg inh | VP16 counter | Menin-MLL TR inh
C=CCC(C)(O)c1ccccc1 (configuration not stated) | 1.5% | 5.6% | 3.8%
CCCC[C@@H](C)/C=C(C)/C=C(\C)C(=O)NC1=C[C@@](O)(/C=C/C=C/C=C/C(=O)NC2=C(O)CCC2=O)[C@@H]2O[C@@H]2C1=O | 0.447µM* | 1.26µM* | ?
COCCn1c(=O)c(CCc2ccccc2)nc2cnc(N3CCOCC3)nc21 | 39.5% | 5.1% | -10.3%
c1nc(NCCN2CCOCC2)c2cc(-c3ccoc3)ccc2n1 | 28.0% | 8.1% | -5.5%
CCCCC/C=C\C\C=C/C=C/C=C/[C@@H](O)[C@@H](O)CCCC(=O)O | -35.7% | 3.3% | 3.4%
CN(CCCN1c2ccccc2CCc2ccccc21)CC(=O)c1ccc(Cl)cc1 | 8.3%&-91.9% | -2.5%&-0.6% | 0.9%&-6.2%
COCC(=O)N1CCC2(CC1)CN(c1cccc(-c3ccccc3)c1)C2 | 9.3% | 1.1% | -1.8%
